# Pol iota inh = qHTS for Inhibitors of Polymerase Iota; Pol iota fluorescent replication assay, 10 min; Potency, µM (top dose mostly 115 µM), inactives show top-dose activity, negative = inhibition, most hits filed as inhibitors; actives 1% (n = 390,000); note: potency is the fitted concentration of half-maximal effect
#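 Fluorescent replication assay read twice, at 0 min and 10 min after adding 50 nM (final) substrate. Enzyme (10 nM) and compounds were first incubated 15 min at room temperature; enzyme-free buffer wells were negative controls.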
# Glioma ERSR ind = qHTS for Inducers of the Endoplasmic Reticulum Stress Response (ERSR) in Human Glioma: qHTS; U87-MG GRP78 promoter luciferase reporter, 16 h; Potency, µM, for the others: at the top dose activation, hits mostly activators; actives 0.02% (n = 420,000); AID 602332, 2012; note: potency is the fitted concentration of half-maximal effect; series mostly up to about 76 µM; % of control where 0% means no effect; nearly all actives have a fitted effect of over 35% in size
#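 Stably transfected U87-MG glioma cells carrying a GRP78-based luciferase sensor; 16 h compound incubation. Luminescence end-point read 10 min after Bright-Glo addition at room temperature.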
# POLK inh = qHTS for Inhibitors of Polymerase Kappa | purified Pol kappa, fluorescent DNA synthesis assay, 10 min | Potency, µM (titrated, usually from 107 µM), inactives show at the highest dose activity, negative = inhibition, usual class: inhibitors | actives 0.53% (n = 400,000) | AID 588579, 2011; note: potency is the fitted concentration of half-maximal effect; % is set by controls: 0 for no effect and ±100 for the full control effect
# Target sequence (Q9UBT6 whole entry, looked up): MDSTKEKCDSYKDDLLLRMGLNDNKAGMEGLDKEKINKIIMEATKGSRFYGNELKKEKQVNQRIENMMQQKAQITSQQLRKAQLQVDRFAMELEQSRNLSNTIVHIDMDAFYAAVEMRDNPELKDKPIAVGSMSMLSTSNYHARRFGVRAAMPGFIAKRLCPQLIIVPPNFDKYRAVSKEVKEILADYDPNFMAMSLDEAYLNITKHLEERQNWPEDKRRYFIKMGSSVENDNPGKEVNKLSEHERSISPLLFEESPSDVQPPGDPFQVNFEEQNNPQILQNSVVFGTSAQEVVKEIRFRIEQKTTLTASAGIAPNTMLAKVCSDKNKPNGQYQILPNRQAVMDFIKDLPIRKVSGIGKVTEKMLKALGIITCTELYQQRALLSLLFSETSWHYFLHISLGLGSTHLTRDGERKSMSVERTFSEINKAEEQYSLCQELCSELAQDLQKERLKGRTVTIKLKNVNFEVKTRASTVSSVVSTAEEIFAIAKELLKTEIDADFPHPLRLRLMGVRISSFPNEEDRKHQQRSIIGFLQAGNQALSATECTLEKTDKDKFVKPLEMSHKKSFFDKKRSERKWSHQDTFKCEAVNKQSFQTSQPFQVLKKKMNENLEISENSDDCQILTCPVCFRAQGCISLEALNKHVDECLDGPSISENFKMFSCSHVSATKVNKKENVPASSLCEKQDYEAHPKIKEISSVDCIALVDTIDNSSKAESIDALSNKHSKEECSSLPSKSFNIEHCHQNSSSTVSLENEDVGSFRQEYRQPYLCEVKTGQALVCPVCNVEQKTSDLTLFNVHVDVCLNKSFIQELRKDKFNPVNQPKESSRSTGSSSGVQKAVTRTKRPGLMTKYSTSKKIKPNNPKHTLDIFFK
#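 10 nM Pol kappa was preincubated with compounds for 15 min at room temperature. Reaction started with 50 nM (final) substrate. Fluorescence read kinetically at 0 and 10 min.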
# Pol eta inh = qHTS for Inhibitors of Polymerase Eta | Potency, µM (titrated, usually from 114 µM), inactives show top-dose activity change, negative = inhibition, usual class: inhibitors | DNA polymerase eta (Homo sapiens), Q9Y253 | actives 1.2% (n = 390,000) | AID 588591, 2011 | recombinant Pol eta, fluorescent DNA replication assay; note: potency is the fitted concentration of half-maximal effect; % is set by controls: 0 for no effect and ±100 for the full control effect
#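 Pol eta (10 nM) was preincubated with compounds for 15 min at room temperature, after which fluorescent replication substrate (50 nM final) was added to start the reaction. Fluorescence was read kinetically at 0 and 10 min.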
# BLM inh = qHTS Assay for Inhibitors of Bloom's syndrome helicase (BLM); Potency, µM (highest dose often 56.1 µM), without a hit: at the highest dose activity change, negative = inhibition, most hits filed as inhibitors; RecQ-like DNA helicase BLM (Homo sapiens), P54132; actives 0.2% (n = 350,000); recombinant BLM DNA unwinding, fluorescence dequenching;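 note: potency is the fitted concentration of half-maximal effect; plate controls were vehicle for no effect and no enzyme for full effect; nearly all actives have a fitted effect of over 35% in size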
# Anesthetic bind = qHTS Assay for Identification of Novel General Anesthetics | apoferritin/1-aminoanthracene competitive binding, fluorescence | Potency, µM (series often up to 77.5 µM), inactives show at the highest dose activity change, negative = displacement, actives largely listed as inhibitors | actives 0.074% (n = 350,000); note: potency is the fitted concentration of half-maximal effect; % is set by controls: 0 for no effect and ±100 for the full control effect; nearly all actives have a fitted effect of over 20% in size
# Target sequence (P02791 2-175 limits assumed): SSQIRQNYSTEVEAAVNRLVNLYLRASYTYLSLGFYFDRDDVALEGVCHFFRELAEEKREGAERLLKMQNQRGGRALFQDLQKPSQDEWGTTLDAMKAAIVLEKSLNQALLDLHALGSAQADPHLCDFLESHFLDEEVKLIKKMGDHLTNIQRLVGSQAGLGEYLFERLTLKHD
#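 Steps: apoferritin (10 uM) was premixed with half-saturated 1-AMA in PBS, compounds were pin-transferred, plates stood 10 min at room temperature, fluorescence was read at 380/535 nm, and curves were fitted with a Hill equation.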
# LDHA inh = qHTS assay for inhibitors of human lactate dehydrogenase. activity change, % (values are at about 110 or 230 µM). L-lactate dehydrogenase A chain (Homo sapiens), P00338. purified LDHA, NADH/diaphorase-resazurin fluorescence; hits give low values. actives 0.15% (n = 480,000); in the data active = activity change below about -30%; inconclusive = mostly about -25% to -30%;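 note: plate controls were DMSO wells for no effect and wells without enzyme for full effect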
#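 Human LDH5 (2 nM) was incubated with 0.06 mM NADH and 0.2 mM pyruvate for 5 min at room temperature in Tris pH 7.4. Remaining NADH was coupled through diaphorase/resazurin, and resorufin fluorescence was read at 0 and 20 min.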
# POLB inh = qHTS Assay for Inhibitors of DNA Polymerase Beta; P06746; Pol beta primer extension/strand displacement, fluorescence kinetic; Potency, µM (doses to about 114 µM), for the others: top-dose activity change, negative = inhibition, most hits filed as inhibitors; actives 1.3% (n = 340,000); note: potency is the fitted concentration of half-maximal effect; % is set by controls: 0 for no effect and ±100 for the full control effect
#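 Homogeneous kinetic assay of primer extension and strand displacement by 10 nM Pol beta, preincubated 15 min at room temperature with compound before 50 nM substrate (final) was added. Read at 0 and 10 min; four-parameter Hill fit.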
# APEX1 inh = qHTS Assay for Inhibitors of the Human Apurinic/apyrimidinic Endonuclease 1 (APE1); recombinant APE1, TAMRA/BHQ-2 abasic DNA cleavage fluorescence; Potency, µM (highest dose often 65.8 µM), without a hit: at the top dose activity change, negative = inhibition, hits mostly inhibitors; actives 0.35% (n = 350,000); AID 2517, 2012;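 note: potency is the fitted concentration of half-maximal effect; plate controls were vehicle for no effect and reference inhibitor for full effect; nearly all actives have a fitted effect of over 55% in size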
#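 Endonuclease cleavage of a quenched abasic-site DNA duplex (50 nM) by APE1 (0.75 nM) was tracked by TAMRA dequenching. Compounds were preincubated with enzyme 15 min at room temperature; data normalized to buffer-only and DMSO wells plus NSC13755 control.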
# Starred values were filed as active, the others as inactive; ? = inconclusive; nt = no result given; & = joins results of further samples; [ ] = remark or other dose. Unless noted, calls come from the whole dose curve; as a rule, active = well fitted curve in the direction sought with a large enough effect; inconclusive = small, poorly fitted or top-dose-only effect, or another doubt; inactive = no such curve, though single readings can be large; an effect the other way counts as inactive or inconclusive.
SMILES,Pol iota inh,Glioma ERSR ind,POLK inh,Pol eta inh,BLM inh,Anesthetic bind,LDHA inh,POLB inh,APEX1 inh
CC1CC(NC(=O)CC#N)CC(C)(C)C1 (configuration not stated),14%,-3%,2%,-18%,-5%,-9%,1,30%,0%
COc1ccc(S(=O)(=O)c2ccc(OC)cc2)cc1,0%,1%,-9%,3%,-15%,-3%,-2,18%,-5%
COc1ccc(/C=C/C(=O)Nc2ccc3c(c2)OCCO3)cc1OC,7%,0%,-11%,?,-14%,-8%,4,?,3%
COc1ccccc1C(=O)N(C)c1nnc(-c2ccccc2)s1,14%,6%,-1%,-1%,-5%,-18%,-3,6%,-5%
CCOC(=O)c1sc2nc(C)[nH]c(=O)c2c1C,13%,-2%,-5%,2%,-3%,-9%,-12,7%,0%
CC(NS(=O)(=O)c1ccccc1Cl)C1CC2CCC1C2 (configuration not stated),-3%,-5%,-4%,-16%,-5%,?,3,-23%,77%[activator]
CC(Oc1ccccc1)C(=O)N=C1SC2CS(=O)(=O)CC2N1c1ccccc1 (configuration not stated),-25%,-4%,-8%,-1%,-3%,-21%,-9,0%,62%[activator]
O=C(Nc1c(C(=O)Nc2ccccc2)cnn1-c1ccccc1)c1ccco1,10%,-3%,-6%[60.1 µM],-2%,-5%,-13%,-2,11%,1%
O=C(CCCc1ccccc1)Nc1ccc(S(=O)(=O)N2CCOCC2)cc1,-2%,-2%,-3%,?,-3%,-5%,-5,0%,10%
Cc1nonc1NC(=O)CSc1nnc(N)s1,33%[activator],0%,2%,-18%,-2%,1%,-5,76%,12%[12.4 µM]
Cc1ccc(C)c(NC(=O)C(C)N(c2ccccc2)S(C)(=O)=O)c1 (configuration not stated),5%,-5%,6%,-13%,-1%,107%[activator],0,-2%,nt
COc1ccc(-n2cc(-c3ccc(C)cc3)[n+]3c2SCC3)cc1,11%,-9%,-13%,4%,26%,4%,1,-21%,4%
NS(=O)(=O)c1ccc(NC(=S)NCCc2ccccc2)cc1,-21%,2%,-2%,-7%,-2%,-8%,-8,37%,1%
Cc1ccc(-c2cc3c(n2-c2ccc(F)cc2)CC(C)(C)CC3=O)cc1,13%,-2%,1%,-7%,-3%,-1%,-3,18%,nt
COc1ccc(OCCCC(=O)Nc2nc(-c3ccccn3)cs2)cc1,23%,-5%,-11%,-20%,-1%,-19%,1,3%,-4%
Cc1c(NS(=O)(=O)c2ccc3c(c2)CCN3C(=O)C2CC2)c(=O)n(-c2ccccc2)n1C,9%,-1%,-1%,3%,-2%,-9%,-1,-11%,1%
CC(=O)c1ccc(S(=O)(=O)N2CCC(c3nc4ccccc4[nH]3)CC2)cc1,53%[activator],1%,7%,-19%,-2%,1%,-6,-3%,4%
Cc1nc(-c2ccc(Cl)cc2)sc1C(=O)CBr,26%,2%,-18%,-1%,-2%,?,-3,0%,-5%
COc1ccc(NC(=O)C2CCCO2)cc1 (configuration not stated),18%,5%,0%,-4%,0%,-18%,10,0%,?
Cc1ccccc1NS(=O)(=O)c1ccc2[nH]cc(C(=O)NC(C)c3ccccc3)c(=O)c2c1 (configuration not stated),?,-6%,4%[60.1 µM],25µM*,-10%,?,2,40µM*,nt
CC1CCN(CC(O)CN2c3ccccc3Sc3ccccc32)CC1 (configuration not stated),-15%,3%,-11%,-1%,-2%,-16%,-14,1%,27%
CN(CCOc1ccccc1)C(=O)C1CCC(=O)N(CCCN2CCOCC2)C1 (configuration not stated),0%,-5%,-6%,-10%,-4%,-1%,0,27%,21%
COc1cc(C(=O)NCc2ccccc2Cl)ccc1OCC(=O)N1CCOCC1,28%,-3%,-6%,-4%,nt,nt,-11,nt,nt
CCc1noc(C)c1C(=O)N(C)CC(=O)Nc1ccc(Cl)c(Cl)c1,-5%,-1%,-2%,-17%,nt,nt,-3,nt,25%
COc1ccc(-c2ccc(S(=O)(=O)n3nc(OC(=O)c4cccs4)cc3N)cc2)cc1,?,6%,-16%,-6%,-1%,-23%,-17,-1%,-2%
Cc1ccc(S(=O)(=O)N(C)c2ccc(OC(=O)c3ccc(=O)[nH]c3)cc2)cc1,1%,1%,-1%,4%,1%,-20%,-1,6%,-2%
CC(=O)Nc1ccc(SCC(=O)NCC2(N3CCCCC3)CCCCC2)cc1,102%[activator],0%,-3%,-8%,nt,nt,-1,nt,-12%
O=C(CSc1nnc(-c2ccccc2)c(-c2ccccc2)n1)NCCc1ccccc1,-2%,0%,-3%[60.1 µM],-20%,-7%,?,-5,3%,nt
Cc1ccc(-n2nc(C)c3c(C(=O)OCC(=O)N(C)C4CCS(=O)(=O)C4)cc(-c4ccccc4)nc32)cc1 (configuration not stated),49%[activator],-2%,-8%,1%,-2%,1%,-10,1%,-4%
Cc1ccc(Sc2ccc(N3CCCC(C(=O)Nc4ccc(F)cc4)C3)nn2)cc1 (configuration not stated),0%,-4%,-5%,-21%,-3%,-12%,-14,2%,nt
O=C(CSc1nc(=O)n(CCN2CCOCC2)c2c1CCC2)Nc1cccc(Cl)c1,31%[activator],-1%,-3%[60.1 µM],11%,6%,2%,-11,11%,nt
O=C(Nc1ccccc1Oc1cccnc1)C1CCCN(Cc2ccc(F)cc2)C1 (configuration not stated),-17%,0%,-3%,-4%,7%,-22%,-2,14%,69%[activator]
CN1C(=S)SC(/[N+]([O-])=C\c2ccccc2F)C1(C)C (configuration not stated),?,-1%,2%,-1%,0%,1%,-8,0%,0%
CC1CC(C)CN(S(=O)(=O)N2CCC(C(=O)NCc3ccco3)CC2)C1 (configuration not stated),-5%,-2%,2%,-11%,-9%,-2%,-7,-11%,5%
Cc1csc(NC(=O)c2ccc(Cn3nc(C)c(Br)c3C)o2)n1,129%[activator],-2%,0%,-18%,-2%,-12%,-3,1%,-13%
COc1ccccc1CNC(=O)C1CCN(C(=O)c2sccc2-n2cccc2)CC1,-13%&6%,-2%,-9%&8%,-3%,1%&-2%,-3%&-10%,-9&5,14%&10%,19%
O=S(=O)(NCCOCC(F)(F)C(F)F)c1ccc2oc3ccccc3c2c1,-12%,-6%,-5%,-18%,-10%,-15%,-5,3%,-4%
COc1ccc(/C(=N\O)c2nccc3cc(OC)c(OC)cc23)cc1OC,6%,0%,1%,-18%,-5%,6%,-1,27%,?
COc1ccc(C(=O)Oc2ccc(Br)cc2C(=S)N2CCOCC2)cc1,?,-4%,-15%,-7%,-12%,-7%,-1,-8%,47%[activator]
CCCCNc1c(-c2ccc(-c3cccc(Cl)c3)cc2)nc2ccccn12,?,1%,-17%,-9%,nt,nt,-3,nt,-11%

# Already shown: four of the compounds above.
SMILES,Pol iota inh,Glioma ERSR ind,POLK inh,Pol eta inh,BLM inh,Anesthetic bind,LDHA inh,POLB inh,APEX1 inh
COc1ccc(-c2ccc(S(=O)(=O)n3nc(OC(=O)c4cccs4)cc3N)cc2)cc1,?,6%,-16%,-6%,-1%,-23%,-17,-1%,-2%
Cc1ccc(S(=O)(=O)N(C)c2ccc(OC(=O)c3ccc(=O)[nH]c3)cc2)cc1,1%,1%,-1%,4%,1%,-20%,-1,6%,-2%
CC(=O)Nc1ccc(SCC(=O)NCC2(N3CCCCC3)CCCCC2)cc1,102%[activator],0%,-3%,-8%,nt,nt,-1,nt,-12%
O=C(CSc1nnc(-c2ccccc2)c(-c2ccccc2)n1)NCCc1ccccc1,-2%,0%,-3%[60.1 µM],-20%,-7%,?,-5,3%,nt

# The list goes on:
SMILES,Pol iota inh,Glioma ERSR ind,POLK inh,Pol eta inh,BLM inh,Anesthetic bind,LDHA inh,POLB inh,APEX1 inh
CCOc1ccc(OCCC(=O)N(CC)CC(=O)Nc2c(F)cccc2F)cc1,28%,-3%,-3%,-20%,nt,nt,7,nt,10%
COc1cc2[nH]c(=S)n(C3CCN(Cc4ccccc4)CC3)c(=O)c2cc1OC,117%[activator],-3%,0%,-19%,1%,-6%,-5,?,-2%
Cn1c(CN2CCCC2)nc2cc(NC(=O)c3ccco3)ccc21,-12%,8%,1%[60.1 µM],5%,1%,-10%,-7,0%,-2%
c1ccc(Nc2ncnc3ccc(-c4ccoc4)cc23)cc1,nt,-2%,?,nt,-4%,nt,nt,nt,-6%
COc1ccc2cc(C(=O)NCC(=O)O)sc(=O)c2c1OC,37%[activator],-3%,-12%,-14%,-2%,-8%,-7,-4%,-3%
Cc1c(C(=O)N(Cc2cccc(Cl)c2)Cc2ccco2)oc2ccccc12,1%,3%,-2%,-4%,-9%,4%,2,-20%,nt
O=C(c1ccco1)N1CCN(Cc2cccc3ccccc23)CC1,-27%,0%,-13%,-8%,2%,-16%,-18,1%,15%
O=[N+]([O-])c1ccc(CS(=O)(=O)N2CCN(c3ccccc3)CC2)cc1,16%,-3%,11%,-5%,-3%,-6%,0,60%,-15%
O=C(COc1ccccc1F)Nc1nnc(S(=O)(=O)N2CCCCCC2)s1,-9%,-2%,-6%,1%,1%,-1%,-1,0%,nt
CN(N)c1nc(-c2ccccc2)nnc1C(F)(F)F,4%,-2%,-9%,-9%,-2%,-11%,-4,39%,1%
Cc1c(C2(O)CCCCC2)[nH]c2ncccc12,26%,0%,10%,-6%,nt,nt,-1,nt,-1%
O=C(CC1CCCC1)Nc1cccc(Br)c1,-24%,3%,-9%,-10%,-7%,?,-5,6%,55%[activator]
CCOC(=O)c1c(NC(=O)CC)sc(C(=O)NC2CCCC2)c1C,110%[activator],-3%,3%,-13%,2%,-12%,-7,37%,-6%
NS(=O)(=O)c1ccccc1NC(=S)Nc1ccccc1S(N)(=O)=O,36%[activator],1%,1%,-18%,-2%,-6%,-14,-15%,49%

# Some values from the results shown:
# Result for O=C(c1ccco1)N1CCN(Cc2cccc3ccccc23)CC1 under Anesthetic bind: -16%
# Result for NS(=O)(=O)c1ccccc1NC(=S)Nc1ccccc1S(N)(=O)=O under Anesthetic bind: -6%

# Screens as filed in PubChem.

# This is a subset; the hit share may differ from the screen's.
